High-throughput results as filed in PubChem.
TDP1 cell CPT = growth inhibition of DT40 Tdp1-/-;hTDP1 cells with camptothecin (screen for TDP1 inhibitors). chicken DT40 Tdp1-/-;hTDP1 cells + 20 nM CPT, ATP luminescence, 48 h. Potency, µM (top dose mostly 46.2 µM), without a hit: at the highest dose activity change, negative = growth inhibition, hits mostly inhibitors. 12% of 420,000 active. AID 686979; further: nearly all actives have a fitted effect of over 55% in size
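Chicken DT40 Tdp1-/- cells stably complemented with human TDP1 were seeded at 400 cells/well in medium containing 20 nM camptothecin, exposed to pin-transferred compounds, and grown at 37 °C for at least 48 hr. Viability was read as ATP luminescence.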
TDP1 inh = inhibitors of human tyrosyl-DNA phosphodiesterase TDP1; Potency, µM (titrated, usually from 130 µM), inactives show at the highest dose activity change, negative = inhibition, usual class: inhibitors; 0.28% of 350,000 active; AID 485290; recombinant TDP1, AlphaScreen DNA substrate cleavage; Q9NUW8; further: nearly all actives have a fitted effect of over 40% in size
Target sequence (Q9NUW8 whole entry, looked up): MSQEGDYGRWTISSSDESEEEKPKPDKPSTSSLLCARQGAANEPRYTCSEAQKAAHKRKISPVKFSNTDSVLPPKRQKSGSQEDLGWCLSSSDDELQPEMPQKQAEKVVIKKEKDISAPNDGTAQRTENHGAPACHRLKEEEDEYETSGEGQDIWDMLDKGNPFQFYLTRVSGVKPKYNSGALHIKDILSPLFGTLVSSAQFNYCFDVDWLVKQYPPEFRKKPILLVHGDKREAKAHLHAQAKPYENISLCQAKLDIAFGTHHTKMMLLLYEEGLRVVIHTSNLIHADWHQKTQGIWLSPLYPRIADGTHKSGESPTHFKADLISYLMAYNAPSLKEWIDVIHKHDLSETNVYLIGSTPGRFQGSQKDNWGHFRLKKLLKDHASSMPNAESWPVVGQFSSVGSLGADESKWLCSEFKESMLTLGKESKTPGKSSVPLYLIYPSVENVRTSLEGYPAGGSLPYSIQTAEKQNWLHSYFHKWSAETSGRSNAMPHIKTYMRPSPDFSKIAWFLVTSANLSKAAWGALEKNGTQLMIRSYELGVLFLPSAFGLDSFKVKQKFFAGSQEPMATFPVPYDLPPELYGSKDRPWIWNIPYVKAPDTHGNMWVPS
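Recombinant E. coli-expressed Tdp1 (1 nM) preincubated with compound 15 min at RT, then 5'-biotin/3'-phosphotyrosine-FITC DNA substrate (15 nM) added for 5 min. AlphaScreen beads (10 ug/ml) added, 10 min RT; tyrosine-FITC cleavage read as signal loss.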
An asterisk follows results filed as active; ? = inconclusive; . = not tested or not shown; [ ] = dose if it differs, or a comment. The call rests on the fitted dose curve; in most records, active means well fitted curve in the direction sought with a large enough effect; inconclusive means small, poorly fitted or top-dose-only effect, or another doubt; inactive means no such curve, though single readings can be large; an effect the other way counts as inactive or inconclusive. On the % scale 0 is the no-effect control and ±100 the full control effect; potency means the concentration at half of the fitted maximal effect. These rows are one share of the data; count on the stated rates, not on these rows.

structure,TDP1 cell CPT,TDP1 inh
Cc1cc(OCCN2CC2)c2ccccc2n1,.,9%
O=[N+]([O-])c1ccc(N2CCNCC2)c2ncccc12,.,3%
COc1ccc2c3c1O[C@H]1[C@@H](O)C=C[C@H]4C(C2)NCCC341 (some centres not stated),.,4%
CC(C)c1c(CN(C)[C@@H](C)Cc2ccccc2)n(C)n(-c2ccccc2)c1=O,.,13%[21 µM]
CC(=O)O[C@H]1[C@H]2[C@@H](OC(=O)Cc3ccccc3)[C@@H](C)C[C@]2(OC(C)=O)C(=O)/C(C)=C/[C@@H]2[C@H](CC[C@@]13CO3)C2(C)C,.,7%
C#C[C@@]1(O)CC[C@@H]2[C@@H]3CCC4=CC(=O)CC[C@@]4(C)[C@H]3CC[C@]21C,.,13%[21 µM]
C[C@]12Cc3cn4c(nc3C=C1CCC1C2CC[C@@]2(C)[C@H]1CC[C@@]2(O)C#N)nc1ccccc14 (some centres not stated),.,2%[56.1 µM]
CN1CC[C@]2(C)c3cc(O)ccc3N(C)[C@@H]12,.,12%[21 µM]
C#CCN(C)[C@@H](C)Cc1ccccc1,.,5%[21 µM]
CCc1cccc(CC)c1NC1=NCCN1,.,5%
CC(C)(OOC(C)(C)c1ccccc1)c1ccccc1,.,5%
CO[C@@H](C)[C@](O)(C(=O)OCC1=CCN2CC[C@@H](O)[C@H]12)C(C)C,.,10%[21 µM]
O=[N+]([O-])c1ccc(-c2[se]c3ccccc3c2I)cc1,.,22%
CN(C)C(=O)Nc1cccc(C(F)(F)F)c1,.,2%
C[C@@]12CC[C@H](O)C[C@@H]1CC[C@H]1[C@H]2CC[C@@]2(C)[C@@H](C3=CC(=O)OC3)CC[C@]12O,.,3%[21 µM]
CC1=NN(c2ccccc2)C(=O)C1/C=C1/C(=O)NC(=O)N(c2cccc(C)c2)C1=O (configuration not stated),.,4%
CCNN,.,-7%
C=CCC(O)(C(=O)OC)c1ccccc1 (configuration not stated),.,2%
Nc1c(C(=O)Nc2ccc(Br)cc2F)sc2nc3c(cc12)N1CCC3CC1,.,-2%
C=C1[C@@H]2C[C@]3(C(CC2=O)[C@]24C5C[C@H]3[C@H]2N(CC)C[C@]5(C)CC[C@@H]4O)[C@@H]1O (some centres not stated),.,8%
CC(C)[C@@]1(NC(=O)[C@@H]2C[C@H]3c4cccc5[nH]cc(c45)C[C@@H]3N(C)C2)O[C@]2(O)[C@H]3CCCN3C(=O)[C@H](Cc3ccccc3)N2C1=O,.,14%[21 µM]
CCc1cc2c(nc1CC)CCN(CC/C(C)=N/OC)C2,.,6%[21 µM]
Nc1ccccc1-c1ccccc1,.,14%
CC1=CC(=C2C(=O)NC(=S)NC2=O)C=C(C(F)(F)F)N1CCc1ccccc1,.,-6%
CC(=O)CC(c1ccccc1)c1c(O)c2cc(O)ccc2oc1=O (configuration not stated),.,2%
CC[C@@]1(c2ccc(N)cc2)CCC(=O)NC1=O,.,10%[21 µM]
Nc1ccc([N+](=O)[O-])cc1N,.,15%
COC(=O)C1=C(c2cccc(OC)c2OC)C[C@@H]2CC[C@H]1N2C(=O)NC1CC1,4%,.
COC(=O)C1=C(c2cc3ccccc3o2)C[C@@H]2CC[C@H]1N2C(=O)NCc1ccco1,16µM*,.
CCCNC(=O)N1[C@H]2CC[C@@H]1C(C(=O)OC)=C(c1cc3ccccc3s1)C2,12µM*,.
COC(=O)C1=C(c2cc3ccccc3o2)C[C@@H]2CC[C@H]1N2C(=O)NCc1ccccc1,?,.

In another format: 15 of the compounds above
Order of values – TDP1 cell CPT, TDP1 inh
CN(C)C(=O)Nc1cccc(C(F)(F)F)c1
    ., 2%
C[C@@]12CC[C@H](O)C[C@@H]1CC[C@H]1[C@H]2CC[C@@]2(C)[C@@H](C3=CC(=O)OC3)CC[C@]12O
    ., 3%[21 µM]
CC1=NN(c2ccccc2)C(=O)C1/C=C1/C(=O)NC(=O)N(c2cccc(C)c2)C1=O (configuration not stated)
    ., 4%
CCNN
    ., -7%
C=CCC(O)(C(=O)OC)c1ccccc1 (configuration not stated)
    ., 2%
Nc1c(C(=O)Nc2ccc(Br)cc2F)sc2nc3c(cc12)N1CCC3CC1
    ., -2%
C=C1[C@@H]2C[C@]3(C(CC2=O)[C@]24C5C[C@H]3[C@H]2N(CC)C[C@]5(C)CC[C@@H]4O)[C@@H]1O (some centres not stated)
    ., 8%
CC(C)[C@@]1(NC(=O)[C@@H]2C[C@H]3c4cccc5[nH]cc(c45)C[C@@H]3N(C)C2)O[C@]2(O)[C@H]3CCCN3C(=O)[C@H](Cc3ccccc3)N2C1=O
    ., 14%[21 µM]
CCc1cc2c(nc1CC)CCN(CC/C(C)=N/OC)C2
    ., 6%[21 µM]
Nc1ccccc1-c1ccccc1
    ., 14%
CC1=CC(=C2C(=O)NC(=S)NC2=O)C=C(C(F)(F)F)N1CCc1ccccc1
    ., -6%
CC(=O)CC(c1ccccc1)c1c(O)c2cc(O)ccc2oc1=O (configuration not stated)
    ., 2%
CC[C@@]1(c2ccc(N)cc2)CCC(=O)NC1=O
    ., 10%[21 µM]
Nc1ccc([N+](=O)[O-])cc1N
    ., 15%
COC(=O)C1=C(c2cccc(OC)c2OC)C[C@@H]2CC[C@H]1N2C(=O)NC1CC1
    4%, .
